FBPA Giardia inh: qHTS Assay for Inhibitors of Fructose-1,6-bisphosphate Aldolase from Giardia Lamblia | purified Giardia FBPA | Potency, µM (highest dose often 59.6 µM), for inactives: top-dose activity, negative = inhibition, actives largely listed as inhibitors | 290,000 compounds, 0.71% hits; also: potency is read from the fitted curve at half-maximal effect; nearly all actives have a fitted effect of over 55% in size
Target sequence (A8B2U2 whole entry, looked up): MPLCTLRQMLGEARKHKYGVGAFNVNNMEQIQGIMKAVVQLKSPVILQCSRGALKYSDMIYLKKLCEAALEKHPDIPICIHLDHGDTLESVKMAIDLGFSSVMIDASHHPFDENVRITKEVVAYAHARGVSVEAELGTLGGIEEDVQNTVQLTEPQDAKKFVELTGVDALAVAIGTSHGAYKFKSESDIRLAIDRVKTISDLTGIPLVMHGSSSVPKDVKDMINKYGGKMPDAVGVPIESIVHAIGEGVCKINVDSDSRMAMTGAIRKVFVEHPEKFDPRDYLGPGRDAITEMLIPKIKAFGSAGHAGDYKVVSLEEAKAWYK
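40 nM FBPA preincubated 10 min at RT with compound (up to 57.5 uM final), then substrate plus GAPDH/TPI/NAD/arsenate coupling and diaphorase/resazurin added. Fluorescence read after 20 min at RT, 525/598 nm.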
AMA1 RON2 block: qHTS for Inhibitors of AMA1-RON; Towards Development of Antimalarial Drug Lead: Primary Screen; AID 720542, 2013; Potency, µM (highest dose often 58.2 µM), for the others: top-dose activity change, negative = inhibition, most hits filed as inhibitors; Plasmodium falciparum AMA1 (3D7) - RON2 peptide interaction; AlphaScreen AMA1-biotinylated RON2 peptide binding; 360,000 compounds, 0.2% hits;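 also: potency is read from the fitted curve at half-maximal effect; 0% = vehicle wells and -100% = peptide control; nearly all actives have a fitted effect of over 45% in size; some results filed as inactive show a strong effect at the top dose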
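AMA1 (3D7) with his tag at 25 nM final met compounds first, then biotinylated RON2 peptide at 25 nM; detection used donor plus acceptor beads, 10 µg/mL apiece, read by AlphaScreen after 30 min at room temperature.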
AmpC inh no detg: qHTS Inhibitors of AmpC Beta-Lactamase (assay without detergent); P00811; AmpC nitrocefin hydrolysis, absorbance 480 nm, 0.0001% Triton; Potency, µM (top dose mostly 57.1 µM), for the others: top-dose activity change, negative = inhibition, actives largely listed as inhibitors; 330,000 compounds, 0.52% hits;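 also: potency is read from the fitted curve at half-maximal effect; plate controls were no compound for no effect and no enzyme for full effect; nearly all actives have a fitted effect of over 20% in size; some results filed as inactive show a strong effect at the top dose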
Target sequence (P00811 whole entry, looked up): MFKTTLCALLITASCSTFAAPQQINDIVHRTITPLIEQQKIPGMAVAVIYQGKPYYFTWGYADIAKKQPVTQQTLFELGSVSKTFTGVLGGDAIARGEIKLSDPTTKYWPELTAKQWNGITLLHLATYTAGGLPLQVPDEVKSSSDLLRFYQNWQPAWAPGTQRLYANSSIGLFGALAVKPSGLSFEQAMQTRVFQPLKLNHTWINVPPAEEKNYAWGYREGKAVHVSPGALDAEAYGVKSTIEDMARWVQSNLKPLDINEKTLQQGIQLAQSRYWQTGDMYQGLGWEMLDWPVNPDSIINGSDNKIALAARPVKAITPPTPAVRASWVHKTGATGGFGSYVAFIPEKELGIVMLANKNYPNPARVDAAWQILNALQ
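AmpC (5.3 nM in the dispensed reagent) in 20 mM phosphate pH 7.0 with 0.01% (detergent screen) or 0.0001% Triton X-100 was preincubated with compounds for 15 min at room temperature. Nitrocefin was then added from an 800 uM solution, and hydrolysis was followed at 480 nm.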
AmpC detergent: qHTS Inhibitors of AmpC Beta-Lactamase (assay with detergent). AmpC hydrolysis of nitrocefin, absorbance 480 nm, 0.01% Triton. P00811. 370,000 compounds, 0.041% hits. Potency, µM (titrated, usually from 114 µM), without a hit: top-dose activity change, negative = inhibition, hits mostly inhibitors;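 also: potency is read from the fitted curve at half-maximal effect; 0% = no-compound wells and -100% = no-enzyme wells; nearly all actives have a fitted effect of over 25% in size; some results filed as inactive show a strong effect at the top dose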
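AmpC (5.3 nM in the dispensed reagent) in 20 mM phosphate pH 7.0 with 0.01% (detergent screen) or 0.0001% Triton X-100 was preincubated with compounds for 15 min at room temperature. Nitrocefin was then added from an 800 uM solution, and hydrolysis was followed at 480 nm.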
HCMV inh: qHTS Assay for inhibitors of the human cytomegalovirus (HCMV); 410,000 compounds, 4.5% hits; HFF cells, HCMV-luciferase reporter, 72 h; stronger effect = lower value; activity change, negative = inhibition, % at 57.5 µM; in the data active = activity change below about -60%; inconclusive = no clear call, values can overlap the other calls; inactive = above about -39%
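Inhibition of viral replication was scored as loss of reporter luminescence in HFFs infected with HCMV-luciferase (MOI 1 PFU/cell) for 72 h; compounds tested at 2 doses, normalized to buffer and Salinomycin controls.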
Sm TGR inh: qHTS Assay for the Inhibitors of Schistosoma Mansoni Peroxiredoxins; purified TGR, DTNB reduction, TNB absorbance 405 nm; Schistosoma mansoni thioredoxin glutathione reductase (TGR), Q962Y6; 360,000 compounds, 3% hits; Potency, µM (top dose mostly 114 µM), for the others: at the highest dose activity change, negative = inhibition, actives largely listed as inhibitors; AID 485364, 2010; also: potency is read from the fitted curve at half-maximal effect; nearly all actives have a fitted effect of over 60% in size
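First, TGR (20 nM dispensed) and NADPH were mixed with compound. Second, a 15 min room-temperature incubation followed. Third, further NADPH and then DTNB were added to start the reaction. Finally, TNB absorbance was monitored kinetically.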
Numbers without * were called inactive; ? = inconclusive; · = no result given; & = joins results of further samples; [ ] = remark or other dose. Unless noted, calls follow the shape of the dose curve; as a rule, active = well fitted curve in the direction sought with a large enough effect; inconclusive = small, poorly fitted or top-dose-only effect, or another doubt; inactive = no such curve, though single readings can be large; an effect the other way counts as inactive or inconclusive. Unless noted, % is scaled to controls: 0 for no effect and ±100 for the full control effect.

SMILES	FBPA Giardia inh	AMA1 RON2 block	AmpC inh no detg	AmpC detergent	HCMV inh	Sm TGR inh
CCO[C@H]1OC(C(=O)NCc2nc3ccccc3[nH]2)=C[C@@H](c2ccc(C(F)(F)F)cc2)[C@@H]1CCCO	-1%	2%	173%[activator]	1%	-35	8%
Cc1ccc(N2C(S)=C(C#N)C(=O)NC2c2ccco2)cc1 (stereo unspecified)	?	80%[activator]	-4%	?	78	-8%
Cc1ccc(S(=O)(=O)n2nc(C)c(S(=O)(=O)N3CCCCCC3)c2C)cc1C	·	·	·	-5%	12	2%
COc1ccc(Cc2nnc(NC(=O)c3cccc([N+](=O)[O-])c3)s2)cc1	-13%	-10%[11.6 µM]	-26%	-3%	7	-13%
COc1ccc(-c2n[nH]c(=S)n2-c2ccc(Br)cc2)cc1OC	21%	99%[activator]	-30%	?	65	-19%
O=C(CCN1C(=O)C2C3C=CC(C4CC34)C2C1=O)Nc1ccc(Cl)cc1O (stereo unspecified)	·	-9%	-32%	-13%	13	-20%
Cc1ccccc1CNC(=O)C1CCN(c2nn3cc(-c4ccc(F)cc4)nc3s2)CC1	·	·	·	0%	0	2%
O=C(Cn1cc(S(=O)(=O)c2ccccc2)c(=O)c2cc3c(cc21)OCO3)Nc1ccc(Cl)cc1	·	·	·	-8%	-12	-4%
Cn1nc(-c2ccccc2)c(-c2ccccc2)c(C(=O)Nc2ccccc2C(N)=O)c1=O	·	·	·	11%	48	2%
COc1ccccc1-n1c(CCn2nc(C)c(Br)c2C)n[nH]c1=S	-13%	18%	-22%	-4%	-38	-15%
O=C(COC(=O)c1cccc(S(=O)(=O)N2CCCCC2)c1)NC1CCCc2ccccc21 (stereo unspecified)	0%	-4%	-23%	?	53	-16%
CCn1c(SCC(=O)Nc2nccs2)nnc1-c1cc2cccc(OC)c2o1	2%	-2%	-12%	-8%	20	9%[11.4 µM]
Cn1c(N)c(C(=O)COC(=O)C2CCCCC2)c(=O)n(C)c1=O	3%	-5%	7%	-2%	26	3%
Cc1ccc(-c2n[nH]c(=S)n2/N=C/c2c(C)nn(-c3ccccc3)c2C)cc1	4%	16%	-1%	?	7	2%
CC(=O)Nc1cccc(OCC(=O)NS(=O)(=O)c2ccc(C)cc2)c1	5%	-6%	-24%	-4%	-12	-6%
CC1CC(c2ccccc2)n2nc(N3C(=O)c4ccccc4C3=O)nc2N1 (stereo unspecified)	-7%	-4%	-16%	0%	-34	-21%
O=C(COC(=O)c1ccc2c(c1)OCO2)NC1CCS(=O)(=O)C1 (stereo unspecified)	1%	13%	-9%	-6%	4	2%[11.4 µM]
Cc1ccc(NC(=O)CC(C)CC2=NS(=O)(=O)c3ccccc3N2)cc1 (stereo unspecified)	22%	1%	-14%	?	-22	-9%
CC(=O)Nc1ccc(NC(=O)C(C)OC(=O)CCCc2c[nH]c3ccccc23)cc1 (stereo unspecified)	·	-8%	-15%	-13%	·	0%
O=C(Nc1ccc2nc3n(c(=O)c2c1)CCCC3)c1cc([N+](=O)[O-])ccc1F	1%	0%	1%	-3%	·	-11%

Next section, starting with the last 4 of the part before.
SMILES	FBPA Giardia inh	AMA1 RON2 block	AmpC inh no detg	AmpC detergent	HCMV inh	Sm TGR inh
O=C(COC(=O)c1ccc2c(c1)OCO2)NC1CCS(=O)(=O)C1 (stereo unspecified)	1%	13%	-9%	-6%	4	2%[11.4 µM]
Cc1ccc(NC(=O)CC(C)CC2=NS(=O)(=O)c3ccccc3N2)cc1 (stereo unspecified)	22%	1%	-14%	?	-22	-9%
CC(=O)Nc1ccc(NC(=O)C(C)OC(=O)CCCc2c[nH]c3ccccc23)cc1 (stereo unspecified)	·	-8%	-15%	-13%	·	0%
O=C(Nc1ccc2nc3n(c(=O)c2c1)CCCC3)c1cc([N+](=O)[O-])ccc1F	1%	0%	1%	-3%	·	-11%
CCCN1CCN(C(=S)Nc2ccccc2C(F)(F)F)CC1	-4%	4%	0%	-6%	-83*	-13%
CC(C)NS(=O)(=O)c1cc(C(=O)O)ccc1Cl	0%	-5%	-5%	?	-14	11%
C=CCNc1ccc(N2C(=O)CCCC2=O)cc1[N+](=O)[O-]	-1%	-12%	-16%	-1%	?	1%
Cc1ccc(NC(=O)Cc2c(O)c3ccccc3[nH]c2=O)c(C)c1	2%	0%	-6%	7%	-15	-5%
COc1ccc(-c2nc(SCC(=O)NC3CCCC3)c(-c3ccc(C)cc3)[nH]2)cc1OC	·	·	·	4%	0	6%
CCOc1cccc2cc(C(=O)N3CC(C)OC(C)C3)c(=O)oc12 (stereo unspecified)	7%	3%	-7%	?	21	10%
Cc1ccc(CNC(=O)Cn2c(=O)n(-c3ccc(Cl)cc3)c(=O)c3c(C)c(C)sc32)cc1	·	·	·	8%	11	-7%
COc1ccccc1N1CCN(C(=O)C2CCN(S(=O)(=O)c3ccc(Cl)cc3)CC2)CC1	-17%	10%	195%[activator]	0%	-14	3%
CCOc1ccc(S(=O)(=O)N(CC)CC)cc1NS(=O)(=O)c1ccc(F)c(F)c1F	13%	8%	-7%	-16%	-20	6%
COc1cc(-c2nnc(COc3ccc(Cl)cc3C)o2)cc(OC)c1OC	4%	5%	0%	-18%	80	-29%
CN(CC(=O)N1CCc2ccccc21)S(=O)(=O)c1cccs1	-3%	5%	-13%	-13%	95	1%
O=C(O)Cc1ccc(NC(=O)c2cnccn2)cc1	-4%	27%	-17%	2%	-18	-9%
CCCCCCc1ccc(N2C[C@H](Cc3ccccc3)[C@@H](CC(=O)Nc3ccccc3)C2=O)cc1	-13%	7%	-33%	6%	12	26%
Cc1cc(SCC(=O)Nc2cccc(S(=O)(=O)N3CCOCC3)c2)nc2ccccc12	-4%	-8%	0%	-6%	-19	-4%
Cc1c(CNC2CCC(C)CC2)c(C(=O)O)c(C)n1Cc1ccccc1 (stereo unspecified)	2%	-10%	15%	?	-15	-12%
C=CCNc1ccc(F)c(F)c1N1CCCCCC1=O	-2%	-5%	10%	-13%	-9	0%
COc1ccc(OC)c(C(=O)CN2CCN(S(=O)(=O)c3ccc(Br)cc3)CC2)c1	0%	-4%	4%	-1%	52	-35%
CCS(=O)(=O)NCCc1csc(-c2ccccc2)n1	7%	0%	1%	-6%	17	-3%
Cc1ccc(OCc2nnc(SCc3nc4ccccc4[nH]3)n2Cc2ccco2)cc1	9%	4%	-1%	?	-69*	-10%
Cc1ccc(N2OC3C(=O)NC(=O)C3C2c2ccco2)cc1 (stereo unspecified)	-5%	0%	-18%	-8%	1	-8%

Three structures out of the list, sorted by SMILES length, ascending.
SMILES	FBPA Giardia inh	AMA1 RON2 block	AmpC inh no detg	AmpC detergent	HCMV inh	Sm TGR inh
Cc1c(CNC2CCC(C)CC2)c(C(=O)O)c(C)n1Cc1ccccc1 (stereo unspecified)	2%	-10%	15%	?	-15	-12%
CCOc1ccc(S(=O)(=O)N(CC)CC)cc1NS(=O)(=O)c1ccc(F)c(F)c1F	13%	8%	-7%	-16%	-20	6%
CCCCCCc1ccc(N2C[C@H](Cc3ccccc3)[C@@H](CC(=O)Nc3ccccc3)C2=O)cc1	-13%	7%	-33%	6%	12	26%

Continuation:
SMILES	FBPA Giardia inh	AMA1 RON2 block	AmpC inh no detg	AmpC detergent	HCMV inh	Sm TGR inh
Cc1cc(SCC(=O)c2cc3ccccc3o2)nc2ccccc12	·	45%[activator]	-18%	?	52	7%
N#Cc1ccsc1NC(=O)C1=COCCO1	·	-5%	-29%	-7%	0	-18%
O=c1c(Cl)c(NCC2CCCO2)cnn1C12CC3CC(CC(C3)C1)C2 (stereo unspecified)	-1%	7%	-1%	3%	25	?
S=C(Nc1ccc2nsnc2c1)N1CCCCC1	?	43%[activator]	-36%	1%	54	-8%
COc1ccc(CNC(=O)CN2C(=O)COc3ccc(S(=O)(=O)NC4CCCC4)cc32)cc1	14%	-10%	-30%	-10%&1%	-17&20	-12%&-3%
CN(C)c1ccc(C(=O)Nc2sc(Nc3ccccc3)nc2C(N)=O)cc1	·	·	·	17%	-14	-1%
Cc1cc(=S)cc(C)n1CCCn1ccnc1	?	-2%	-6%	?	20	11µM*
Cn1nnnc1Sc1ncnc2scc(-c3ccc(Cl)cc3)c12	·	·	-13%	5%	-98*	-24%
O=C1N=c2ccccc2=C1c1sc(=S)n(-c2ccc(O)cc2)c1O	-2%	2%	-36%	7%	49	-2%
O=C(CCSc1nnc(-c2ccc(O)cc2)o1)N1CCOCC1	7%	-9%	-6%	0%	8	2%
CC1=Nn2c(nnc2-c2ccccc2)SC1	-8%	-7%	-7%	-17%	-4	-20%
Cc1cc(C)nc(N2CCCC(C(=O)NCC(c3ccccc3)c3ccccc3)C2)n1 (stereo unspecified)	3%	-7%	-3%	1%	36	-2%
NC(=O)NC(CC(=O)N1CCc2ccccc2C1)c1ccc(Cl)cc1 (stereo unspecified)	7%	3%	24%	-5%	-14	-5%
CCCCCC(=O)NNC(=O)c1c(O)c2ccccc2n(CC)c1=O	-8%	126%[activator]	-31%	-8%	?	2%
CC(C)c1c(C(=O)N/N=C/c2ccc3c(c2)OCO3)nnn1-c1nonc1N	-3%	0%	-23%	?	?	0%
CCN(CC)S(=O)(=O)c1ccc(Cl)c(C(=O)NCCN2CCOCC2)c1	6%	-10%	-30%	-3%	22	1%
CCN(C(=O)c1cc(Cl)ccc1OC)c1ccccc1	0%	-10%	-10%	2%	12	4%
Cc1ccc(-c2c(C(=O)O)c(C(=O)O)c3n2CSC3)cc1	-7%	-1%	-27%	0%	·	-18%
COC(=O)C/C=C/N(Cc1ccccc1OC)S(=O)(=O)CCl	·	10%	-14%	·	-7	·
COc1ccc(C2C(C#N)=C(N)N(c3ccccc3C#N)C3=C2C(=O)CCC3)cc1CN1CCCC1 (stereo unspecified)	-23%	-10%	-3%	-7%	64	5%
O=C(NCCCN1CCOCC1)C(=O)N/N=C/c1ccccc1	7%	101%[activator]	-7%	?	-20	-7%
CCC(C)NC(=O)c1c(F)c(F)c(F)c(F)c1F (stereo unspecified)	4%	14%	-1%	1%	-68*	-7%
COc1ccc(/C=C/C(=O)Nc2cc(S(=O)(=O)N3CCCCC3)ccc2N2CCCCC2)cc1OC	2%	-13%	?	-7%	-4	-1%
O=C(Cn1c(CO)nc2ccccc21)Nc1cc(C(F)(F)F)ccc1N1CCOCC1	4%	0%	89%[activator]	?	-28	7%
O=C(NC1CCCCNC1=O)c1ccc(Cl)cc1 (stereo unspecified)	2%	20%	-8%	-6%	17	9%[11.4 µM]
COc1cc(NC(=S)NC(=O)c2ccccc2F)ccc1NC(=O)c1cccs1	4%	56%[activator]	13%	-7%	-23	-15%
CC(C)OCCCNC(=O)CNC(=O)c1cccs1	4%	-1%	-5%	?	22	1%
O=C(c1cc2cc(Cl)ccc2o1)N1CCCC1	5%	-2%	3%	1%	-13	-10%
CCn1cc(/C=N\NC(=O)C2(C)CC2(Cl)Cl)c(C)n1 (stereo unspecified)	-5%	13%	-12%	-4%	-9	1%
